# KLK7 zymogen act – activates the human kallikrein-7 zymogen; purified proKLK7, EDANS-DABCYL substrate fluorescence; 100% is mature enzyme control, 0% vehicle; activation, % at 7 µM; 0.9% of 370,000 active; P49862;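 active = activation above the mean of all tested compounds plus 3 SD, computed per campaign excluding outliers beyond control limits, cut at about 13% in these data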
# Target sequence (P49862 whole entry, looked up): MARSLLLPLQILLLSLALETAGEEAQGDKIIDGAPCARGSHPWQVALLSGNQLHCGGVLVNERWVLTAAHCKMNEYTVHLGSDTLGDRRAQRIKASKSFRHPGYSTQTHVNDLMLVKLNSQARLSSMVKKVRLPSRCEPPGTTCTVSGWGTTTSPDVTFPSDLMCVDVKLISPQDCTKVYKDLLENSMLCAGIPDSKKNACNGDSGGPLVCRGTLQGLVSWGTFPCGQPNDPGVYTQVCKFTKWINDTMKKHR
# ASAP1 GAP inh – inhibitors of human ASAP1 ArfGAP activity. Q9ULH1. ASAP1-stimulated ARF1 GTP hydrolysis, GDP FP detection. inhibition, % at 16.5 µM. 0.19% of 360,000 active; in the data active = inhibition above about 25%;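 also: 0% = vehicle with enzyme and substrate and 100% = no enzyme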
# TDP2 inh – TDP2 (human) inhibition, absorbance primary screen; O95551; recombinant TDP2, T5PNP hydrolysis, p-nitrophenol absorbance 415 nm; inhibition, % at 12.8 µM; 0.34% of 370,000 active; AID 720702;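 active = inhibition above the mean of all tested compounds plus 3 SD, set per campaign, cut at about 25% in these data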;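 also: 0% = DMSO with enzyme and 100% = buffer with substrate but no TDP2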
#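 System: recombinant human TDP2 / Amount: 120 nM TDP2 per well / Also added: 5 mM T5PNP chromogenic substrate / Doses: 12.8 µM single point, 1% DMSO / Incubation: 2 h at 37 °C / Detection: p-Nitrophenol epi absorbance / Evaluation: % inhibition relative to enzyme-containing and enzyme-free wells / Repeats: singlicate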
# ADAM17 inh – inhibitors of human ADAM17; P78536; recombinant ADAM17, EDANS/DABCYL FRET peptide cleavage; inhibition, % at 6.95 µM; 0.83% of 370,000 active;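 active = inhibition above the mean of compounds lying between control limits plus 3 SD, set per campaign, cut at about 8.5% in these data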;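 also: 0% = DMSO-only wells as the low control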
# DDE Tn6 FP inh – inhibitors of Tn6 peptide binding to human fibrin DD(E). Fibrin DD(E) TRITC-Tn6 fluorescence polarization displacement. inhibition, % at 8.3 µM. P02675. AID 720509. 0.21% of 370,000 active;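 active = inhibition above a per-campaign cutoff: mean of compounds within control limits plus 3 SD, cut at about 15% in these data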;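 also: 0% = median of all compound wells on the plate and 100% = blocking peptide control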
# PLCg1 inh – blocks human PLC-gamma1 enzyme activity | 0.84% of 370,000 active | AID 720700 | inhibition, % at 12.2 µM | P19174 | purified PLC-gamma1, fluorogenic substrate, fluorescence; in the data active = inhibition above about 9.5%
# ADAM10 inh – inhibitors of human ADAM10 | O14672 | recombinant ADAM10, EDANS/DABCYL FRET peptide cleavage, 3 h | inhibition, % at 7 µM | 0.62% of 370,000 active;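 active = inhibition above a per-campaign cutoff equal to the mean of compounds falling between control-based bounds plus 3 SD, cut at about 20% in these data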;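 also: 0% = DMSO wells while the 100% control is not disclosed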
# Target sequence (O14672 214-748 limits assumed): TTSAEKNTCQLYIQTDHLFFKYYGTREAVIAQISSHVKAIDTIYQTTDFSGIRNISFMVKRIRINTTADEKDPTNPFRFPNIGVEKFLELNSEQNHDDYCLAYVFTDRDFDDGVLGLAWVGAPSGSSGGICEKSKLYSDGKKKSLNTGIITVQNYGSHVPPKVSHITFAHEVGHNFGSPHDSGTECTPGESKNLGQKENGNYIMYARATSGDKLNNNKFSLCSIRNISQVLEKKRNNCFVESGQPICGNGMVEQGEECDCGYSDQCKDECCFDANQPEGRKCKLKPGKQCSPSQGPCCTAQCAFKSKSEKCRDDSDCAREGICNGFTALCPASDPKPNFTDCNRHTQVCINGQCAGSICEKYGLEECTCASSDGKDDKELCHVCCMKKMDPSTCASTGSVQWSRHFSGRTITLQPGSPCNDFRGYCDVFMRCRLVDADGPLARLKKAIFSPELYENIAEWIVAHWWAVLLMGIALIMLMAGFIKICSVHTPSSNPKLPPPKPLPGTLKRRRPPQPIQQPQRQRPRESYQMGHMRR
# Tn7 DDE FP – inhibitors of Tn7 peptide binding to human fibrin DD(E) | 0.13% of 370,000 active | P02675 | inhibition, % at 8.3 µM | FP displacement of FITC-Tn7 peptide from fibrin DD(E); 0% = median of compound wells per plate;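 active = inhibition above the mean of compounds falling within the control limits plus 3 SD of them, cut at about 14% in these data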;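 also: 0% = plate median of compound wells and 100% = 10 µM Aha-Tn7 peptide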
#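 Assay system: Human clot-derived fibrin DD(E) complex | Buffer or medium: Tris/NaCl/CaCl2 buffer, pH 7.8 | Repeats: One replicate per compound | Benchmarks: Aha-Tn7 high control | Measure: % inhibition scaled between sample-field median and high-control FP | Schedule: 10 min plus 3 h, room temperature | Signal: Fluorescence polarization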
# ARFGAP1 inhibitor – inhibits rat ARF GTPase activating protein 1; Arfgap1-stimulated ARF1 GTP hydrolysis, GDP FP detection; 0.26% of 360,000 active; inhibition, % at 16.5 µM; Q62848;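 active = inhibition above a per-plate limit, mean inhibition of low control wells plus 3 SD, cut at about 25% in these data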;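 also: 0% = DMSO wells with enzyme and 100% = wells lacking Arfgap1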
# Target sequence (Q62848 1-136 limits assumed): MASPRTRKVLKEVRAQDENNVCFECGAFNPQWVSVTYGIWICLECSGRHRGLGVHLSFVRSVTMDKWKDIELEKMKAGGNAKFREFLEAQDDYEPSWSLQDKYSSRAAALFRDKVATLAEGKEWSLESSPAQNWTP
#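 Replicates: Single well per compound | Assay system: Truncated rat Arfgap1 GAP domain | Control set: No-Arfgap1 wells (100%) versus DMSO full-reaction wells (0%) | Times: Enzyme reaction 120 min at 25 °C after 20 min preincubation | Reagent: Human ARF1(Δ1-17)-GTP substrate | Measured by: Tracer-displacement fluorescence polarization with EDTA stop, 620/688 nm | Measure: Percent inhibition of Arfgap1-stimulated GTP hydrolysis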
# LEDGF integ inh – blocks HIV-1 LEDGF/p75-dependent DNA integration | TR-FRET IN-LEDGF/p75 DNA integration, Eu/Cy5 | inhibition, % at 3.7 µM | 0.64% of 370,000 active;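 active = inhibition above the screen-wide mean plus 3 SD, cut at about 13% in these data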;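 also: signal is the Cy5 over europium emission ratio at 671 and 618 nm; 0% = plate median of compound wells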
# * marks the source's active call; other numbers are inactive results; nt = not tested or not shown. This is a random part of the collection. About 4.2% of those tested had a hit in this group.
# A first look, 3 compounds:
SMILES,KLK7 zymogen act,ASAP1 GAP inh,TDP2 inh,ADAM17 inh,DDE Tn6 FP inh,PLCg1 inh,ADAM10 inh,Tn7 DDE FP,ARFGAP1 inhibitor,LEDGF integ inh
CCC[C@H]1[C@@H](OC(=O)NCc2cccnc2)CC[C@@]23CCCN2C(=O)CCC[C@@H]13,nt,nt,4,-5,-2,0,-6,2,nt,0
CCn1c(SCC(=O)NCc2ccco2)nnc1-c1cccs1,-0.3,2,3,-8,6,-5,-5,2,-3,1
CC1=CC[C@@]23CCCN2C(=O)CCC[C@H]3C1,0.0,-10,-1,-2,1,0,-2,0,3,0

# The whole of this part, repeating the preview:
SMILES,KLK7 zymogen act,ASAP1 GAP inh,TDP2 inh,ADAM17 inh,DDE Tn6 FP inh,PLCg1 inh,ADAM10 inh,Tn7 DDE FP,ARFGAP1 inhibitor,LEDGF integ inh
CCC[C@H]1[C@@H](OC(=O)NCc2cccnc2)CC[C@@]23CCCN2C(=O)CCC[C@@H]13,nt,nt,4,-5,-2,0,-6,2,nt,0
CCn1c(SCC(=O)NCc2ccco2)nnc1-c1cccs1,-0.3,2,3,-8,6,-5,-5,2,-3,1
CC1=CC[C@@]23CCCN2C(=O)CCC[C@H]3C1,0.0,-10,-1,-2,1,0,-2,0,3,0
Cc1ccc(NC(=O)CN2C(=O)c3ccccc3S2(=O)=O)c(C)c1,-0.1,7,-3,-2,5,2,1,4,11,-4
COc1ccccc1NS(=O)(=O)c1ccc(C)c(C(=O)Nc2ccc(S(=O)(=O)Nc3onc(C)c3C)cc2)c1,0.0,10,-3,-4,1,2,2,4,-9,0
Nc1ccc2nc(CCc3ccccc3)[nH]c2c1,-0.1,-12,7,1,-8,-4,-4,1,4,-3
CC(=O)Nc1cccc(-c2ccnc3c2CC(C(=O)NCc2ccc(F)c(F)c2)O3)c1 (configuration not stated),0.2,7,2,-2,1,0,2,-6,-6,-1
Cc1cc(C)cc(N(CC(=O)Nc2ccccc2)C2=NC3CS(=O)(=O)CC3S2)c1 (configuration not stated),0.3,2,-7,-1,1,1,-3,7,-5,0
CN(C)c1cc(NC(=O)CNC(C)(C)CC(C)(C)C)c2ccccc2n1,-0.8,4,-6,-31,0,-16,-78,-2,-2,5
Cc1ccc(N2CN(Cc3ccco3)CNC2=S)c(C)c1,-0.3,6,-4,-4,-5,-3,-7,2,-1,-5
Cn1c(Cn2cnc3ccccc32)nc2ccccc21,-0.1,5,2,-3,3,1,-1,-10,-2,-3
Cc1nnc(SCc2cnc(-c3ccccc3)o2)[nH]c1=O,0.0,2,7,-4,4,0,-5,4,6,1
CSc1ccc(C(=O)C2CCCN(C(=O)c3nn(C)c(=O)c4ccccc34)C2)cc1 (configuration not stated),0.3,2,-12,2,-11,0,13,-4,7,5
O=C(CCc1nc2ccccc2c(=O)[nH]1)NNC(=O)c1cccc(Cl)c1,0.3,2,17,-4,2,-3,-1,-4,7,1
CCN1C[C@@H]2[C@@H]3C(=O)N(C)C(=O)[C@@H]3[C@](CC)(C1=O)N2C(=O)c1ccc(C(C)(C)C)cc1,0.4,-4,-9,7,-6,3,2,-4,4,0
CCN(CCNS(=O)(=O)c1ccc2[nH]c(=O)sc2c1)c1ccccc1,0.1,7,-2,5,1,2,-4,0,5,-3
COc1ccc(NC(=O)CCNS(=O)(=O)c2ccc3c(c2)c(=O)n(C)c(=O)n3C)cc1OC,-0.2,-4,8,1,6,1,3,1,6,1
CCOc1ccc(/C(O)=C2/C(=O)C(=O)N(c3ncccn3)C2c2ccc(Cl)cc2)cc1 (configuration not stated),1.1,-17,9,-4,2,-13,2,-2,-6,-5
CCOC(=O)N1CCN(c2cc(=O)n(-c3cccc(Br)c3)c(=O)[nH]2)CC1,-0.2,13,-4,-1,4,0,-16,0,-11,-2
CC(=O)c1ccc(OCC(=O)Nc2ccc(N3CCCCC3)cc2)cc1,-0.6,7,8,0,-1,0,-1,-3,-1,4
Cc1cccc(C(=O)O/N=C(\N)Cc2ccc([N+](=O)[O-])cc2)c1,0.3,-14,5,-3,1,0,-8,4,-8,0
CN(C)CC(=O)Nc1cc(C(F)(F)F)ccc1Cl,-0.2,4,-2,-5,5,0,-4,4,7,-2
NC(=O)c1ncn([C@@H]2O[C@H](CO)[C@@H](O)[C@H]2O)c1O,-0.3,-3,0,-5,0,1,-3,-2,-2,1
CCC(C(=O)N1CCC(C(N)=O)CC1)n1nc(C)n2c(cc3occc32)c1=O (configuration not stated),0.0,-11,-12,-7,-7,-9,-9,-1,-9,-2
O=C(Nc1ccccc1)OCCNC(=O)c1ccccc1,0.2,-2,-4,-4,-4,-1,-7,0,5,0

# Some of the entries above, set out differently:
mol | KLK7 zymogen act | ASAP1 GAP inh | TDP2 inh | ADAM17 inh | DDE Tn6 FP inh | PLCg1 inh | ADAM10 inh | Tn7 DDE FP | ARFGAP1 inhibitor | LEDGF integ inh
CCC(C(=O)N1CCC(C(N)=O)CC1)n1nc(C)n2c(cc3occc32)c1=O (configuration not stated) | 0.0 | -11 | -12 | -7 | -7 | -9 | -9 | -1 | -9 | -2
CCC[C@H]1[C@@H](OC(=O)NCc2cccnc2)CC[C@@]23CCCN2C(=O)CCC[C@@H]13 | nt | nt | 4 | -5 | -2 | 0 | -6 | 2 | nt | 0

# Reprinted at random: 2 compounds from above, in no set order.
SMILES,KLK7 zymogen act,ASAP1 GAP inh,TDP2 inh,ADAM17 inh,DDE Tn6 FP inh,PLCg1 inh,ADAM10 inh,Tn7 DDE FP,ARFGAP1 inhibitor,LEDGF integ inh
Cc1cc(C)cc(N(CC(=O)Nc2ccccc2)C2=NC3CS(=O)(=O)CC3S2)c1 (configuration not stated),0.3,2,-7,-1,1,1,-3,7,-5,0
Cc1nnc(SCc2cnc(-c3ccccc3)o2)[nH]c1=O,0.0,2,7,-4,4,0,-5,4,6,1

# Going on with the list.
SMILES,KLK7 zymogen act,ASAP1 GAP inh,TDP2 inh,ADAM17 inh,DDE Tn6 FP inh,PLCg1 inh,ADAM10 inh,Tn7 DDE FP,ARFGAP1 inhibitor,LEDGF integ inh
Cc1nc(SCC(=O)N(CC(C)C)C2CCS(=O)(=O)C2)c2c(C)c(C)sc2n1 (configuration not stated),0.1,-10,6,-4,0,1,-14,3,1,-4
CC(C)C(=O)NC(=S)Nc1ccc(S(=O)(=O)N2CCCC2)cc1,-0.6,6,-7,2,2,1,6,-9,1,-2
Cc1ccc(CC2CC(=O)N(CC(=O)O)C2=O)cc1 (configuration not stated),0.2,-3,0,0,2,-1,-5,-7,-4,-4
CN(C)C(=O)c1ccc(COc2ccccc2Br)o1,-0.2,3,1,0,1,1,-2,0,-2,1
O=C(CCN1C(=O)c2cccc3cccc(c23)C1=O)NC1CCS(=O)(=O)C1 (configuration not stated),1.3,-4,10,-86,9,-18,-305,11,-2,0
COC(=O)c1ccc(OC)c(-c2c(OC)cc(OC)cc2OC)c1,-0.4,0,4,-1,0,-1,1,5,1,4
O=C(Nc1nnc(-c2ccccn2)o1)c1cccc(Cl)c1,-0.2,-3,-9,-2,4,-2,-2,-3,-7,-2
CS(=O)(=O)N1CCC(C(=O)Nc2ccc(OCc3ccccc3)cc2)CC1,-0.4,12,3,-1,-10,6,7,-4,12,2
COc1ccccc1NC(=O)N(C)C[C@@H]1OCc2cnnn2CCCC(=O)N([C@@H](C)CO)C[C@@H]1C,0.4,1,0,-1,2,1,-3,-10,-6,2
Cc1ccccc1C(=O)O/N=C(\N)c1ccccc1,0.0,-2,0,-1,1,4,-3,5,14,-7
C=C(C)CNC(=O)CCc1nnc(Cc2cccc(C(F)(F)F)c2)o1,-1.1,10,-6,-2,-1,0,-5,3,-4,2
COc1ccc(C(=O)NC2=NCCS2)cc1,-0.1,-2,2,-7,2,-9,-8,0,-4,-3
Cc1ccc(-c2cc(C(F)F)nc(NCC3CCCO3)n2)cc1 (configuration not stated),0.5,-5,-15,-34,2,-45,-181,6,-1,-2
C=CCN=C(NC#N)SCCc1ccccc1,-0.5,3,-2,-3,-5,1,6,-1,17,1
COCCCn1cnn2c(=O)c3ccccc3nc2c1=O,-0.3,9,9,-9,-6,-3,-19,-11,-1,3
Oc1ccccc1/C=N/Nc1nn[nH]n1,-0.3,-2,-12,-4,4,-1,-1,6,7,0
Cc1ccc(C(=O)CC(=O)c2ccccc2)cc1,-0.1,19,-3,0,-1,-2,1,-4,3,-1
CN(C(=O)COC(=O)c1cc2ccccc2cc1O)c1ccccc1,3.5,8,-2,-7,1,-49,-23,3,-8,-6
O=C(Nc1ccncc1)C1CCN(S(=O)(=O)c2ccccc2C(F)(F)F)CC1,0.0,11,-10,1,7,4,2,0,5,0
Cc1cccc(C)c1NC(=O)CN1CCN(C(=O)c2cc(C3CC3)nn2-c2ccccc2)CC1,0.3,2,-11,-1,0,-1,-8,2,-4,-3
Cc1ccc2nc(SCc3ccc([N+](=O)[O-])cc3)nc(C)c2c1,0.2,3,-5,2,-5,0,0,0,3,0
Cc1ccc(SC(C)C(=O)Nc2ccc(S(=O)(=O)N3CCOCC3)cc2)cc1 (configuration not stated),0.3,-3,7,1,8,0,9,4,-1,-3
O=S(=O)(NCC1CCCO1)c1cnc(Cl)c(Br)c1 (configuration not stated),-0.1,-14,0,-3,0,0,-5,-5,-2,-2
COc1ccc(S(=O)(=O)Nc2nc3n(n2)C(c2ccc(Cl)cc2)CC(=O)N3)cc1 (configuration not stated),-0.3,6,-6,1,-4,4,1,0,6,3
COc1ccccc1C(=O)NCC(=O)NCc1cc(=O)n(C)c(=O)n1C,-0.7,-1,19,-2,1,3,3,5,4,4
CCOC(=O)/C=C/C(=O)N1CCc2ccccc21,-0.2,14,-7,0,-7,1,6,1,10,3
CC(C)(C)OC(=O)C[C@@H]1C/C=C\C[C@@H](CC(=O)NCCO)C(=O)NCCOC1=O,0.3,6,10,-3,1,-3,-10,1,-7,18*
O=C(NC1CCS(=O)(=O)C1)C12CC3CC(CC(C3)C1)C2 (configuration not stated),0.4,0,-10,-2,-8,3,-2,-6,-6,0
